# High-throughput results (PubChem)
# ELG1 genotoxic = genotoxicity induction in ELG1-luciferase HEK293T cells. HEK293T ELG1-luciferase reporter, luminescence, 16 h. Potency, µM (titrated, usually from 46 µM), for inactives: at the highest dose activity change, positive = activation, actives largely listed as activators. 330,000 tested, 1.3% active; note: % of control where 0% means no effect; nearly all actives have a fitted effect of over 60% in size
#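 Cells (2,000/well) expressing the ELG1-luciferase fusion are dosed by pin tool and kept 16 hr at 37 °C, 5% CO2. Signal comes from ONE-Glo luciferase reagent after 30 min at room temperature.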
# uPA generation = cell surface uPA generation inhibition | cell surface uPA generation assay, qHTS | Potency, µM (highest dose often 38.3 µM), for the others: at the top dose activity change, negative = inhibition, usual class: inhibitors | 330,000 tested, 0.31% active; active = well fitted inhibition curve with a large enough effect; inconclusive = small, poorly fitted or top-dose-only effect; inactive = no such curve, though single readings can be large or run the other way; tested in mouse RAW 264.7 cells; note: % is set by controls: 0 for no effect and ±100 for the full control effect; nearly all actives have a fitted effect of over 55% in size
# MLL CXXC-DNA inh = blocks binding of human MLL CXXC domain to DNA; MLL-CXXC / FITC-HOXA9 DNA fluorescence polarization; Potency, µM (series often up to 115 µM), for inactives: top-dose activity change, negative = inhibition, hits mostly inhibitors; 290,000 tested, 0.037% active; active = well fitted inhibition curve with a large enough effect in the polarisation, with a control signal flat, not every such curve was filed as active; inconclusive = small, poorly fitted or top-dose-only effect, or effect the other way, or a change in a side signal; inactive = no such curve, though single readings can be large or run the other way; the % refers to the polarisation
#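 Fluorescence polarization: 7 uM MLL-CXXC (stock) preincubated 5 min with compounds, then 50 nM fluorescein-HOX-A9 DNA (stock) added; 30 min ambient. Buffer 50 mM Tris-HCl pH 7.5, 50 mM NaCl, 1 mM DTT, 0.05% BSA.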
# RORgamma inh = blocks mouse ROR gamma transcriptional activity | Drosophila S2 Gal4-RORgamma UAS-luciferase reporter, 20 h | Potency, µM (doses to about 53.6 µM), inactives show top-dose activity change, negative = inhibition, usual class: inhibitors | P51450 | 310,000 tested, 5.4% active; note: % is set by controls: 0 for no effect and ±100 for the full control effect; nearly all actives have a fitted effect of over 60% in size
# Target sequence (P51450 whole entry, looked up, the tested form may be a part): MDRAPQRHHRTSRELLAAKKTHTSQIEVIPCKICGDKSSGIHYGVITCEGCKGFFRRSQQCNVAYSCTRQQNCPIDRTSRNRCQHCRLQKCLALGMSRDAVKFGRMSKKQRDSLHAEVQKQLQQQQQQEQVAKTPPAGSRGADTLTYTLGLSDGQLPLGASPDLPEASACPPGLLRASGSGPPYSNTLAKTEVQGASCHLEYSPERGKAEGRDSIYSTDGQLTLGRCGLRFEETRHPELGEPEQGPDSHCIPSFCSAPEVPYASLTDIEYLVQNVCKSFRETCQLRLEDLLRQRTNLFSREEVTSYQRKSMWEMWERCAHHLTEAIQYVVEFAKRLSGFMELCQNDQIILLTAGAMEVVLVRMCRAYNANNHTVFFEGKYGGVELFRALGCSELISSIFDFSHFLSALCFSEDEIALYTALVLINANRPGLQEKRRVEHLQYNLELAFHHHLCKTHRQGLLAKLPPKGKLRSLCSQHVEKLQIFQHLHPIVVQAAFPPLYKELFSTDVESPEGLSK
#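 Drosophila S2 cells stably expressing Gal4-DBD/mouse RORγ fusion under metallothionein promoter plus UAS-luciferase; compound 1 h, then 700 uM CuSO4 induction for 20 h at ambient temperature; inhibition read as reduced luminescence.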
# Rab9 prom act = activators of Rab9 promoter. Huh7 Rab9 promoter-luciferase reporter, luminescence, 24 h. Potency, µM (top dose mostly 9.22 µM), for the others: at the highest dose activation, negative = inhibition, hits mostly activators. 320,000 tested, 2.8% active. AID 485297; note: % of control where 0% means no effect; nearly all actives have a fitted effect of over 60% in size
#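 Using Huh7 cells stably transfected with Rab9 promoter–luciferase, compounds were incubated 24 h at 37 °C, 5% CO2; luciferase luminescence was read 10 min after reagent addition.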
# NPC1 promoter act = NPC1 promoter activation; Huh7 NPC1 promoter luciferase reporter, 24 h; Potency, µM (highest dose often 9.22 µM), without a hit: at the highest dose activation, most hits filed as activators; 320,000 tested, 2.4% active; AID 485313;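 note: % of control where 0% means no effect; nearly all actives have a fitted effect of over 60% in size; reporter is driven by a mutant NPC1 promoter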
#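 Luminescence from an NPC1 promoter-driven luciferase reporter in stably transfected Huh7 cells was measured after 24 h compound treatment at 37 °C, followed by 10 min ambient incubation with luciferase detection reagent.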
# Gal4-VP16 FLuc = inhibits Gal4-VP16 luciferase reporter, ROR gamma counter-screen | AID 2546 | Drosophila S2 Gal4-VP16 UAS-luciferase, luminescence, 20 h | Potency, µM (titrated, usually from 53.6 µM), without a hit: top-dose activity, negative = inhibition, actives largely listed as inhibitors | 310,000 tested, 3.5% active;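 note: Gal4-VP16 expression switched on by copper sulfate through the metallothionein promoter; % is set by controls: 0 for no effect and ±100 for the full control effect; nearly all actives have a fitted effect of over 50% in size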
# p53 reactivation = restores transcriptional activity of mutant p53 | AID 504706 | H1299 p53-A138V BP100-luciferase reporter, luminescence, 24 h | Potency, µM (doses to about 92.2 µM), inactives show at the highest dose activity change, positive = activation, usual class: activators | 320,000 tested, 0.063% active; note: % of control where 0% means no effect; nearly all actives have a fitted effect of over 45% in size
#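 H1299 (p53-null), stable ts p53-A138V + BP100-Luc; 1000 cells/well, Opti-MEM/10% FBS; cpd 4 pt, 1:5; 24 h, 37 deg C, 5% CO2; detection reagent 10 min RT; luminescence.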
# BRCA1 expr act = BRCA1 expression activation; Potency, µM (doses to about 46.1 µM), without a hit: at the highest dose activation, actives largely listed as activators; AID 624202; MCF7-BRCA1-FFLuc reporter, luminescence, 48 h; response scale: scaled: vehicle 0%, 10 µM genistein 100%; 380,000 tested, 1.1% active; note: nearly all actives have a fitted effect of over 80% in size; some results filed as inactive show a strong effect at the top dose
#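 MCF7-BRCA1-FFLuc, 2000 cells/well; 2 h attach, 37 °C/5% CO2; compound 48 h; luciferase substrate 15 min; luminescence end-point. Norm. to genistein 10 microM max activation and DMSO; concentration-response curves fitted.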
# FLuc modulator = counter-screen for miR-21 project: firefly luciferase inhibitors or activators; P08659; 360,000 tested, 6.9% active; purified FLuc, Km substrates, luminescence inhibition; AID 588342; Potency, µM (top dose mostly 57.5 µM), without a hit: at the top dose activity change, negative = inhibition, hits mostly inhibitors;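 note: plate controls were vehicle for no effect and reference inhibitor for full effect; nearly all actives have a fitted effect of over 55% in size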
#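 Purified P. pyralis luciferase (10nM final) with 10uM D-luciferin and 10uM ATP (Km levels) in 50mM Tris acetate pH 7.5, 10mM Mg acetate, 0.01% Tween-20, 0.05% BSA; qHTS 6-point titration, ~60 µM downward; luminescence read.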
# MBNL1 CUG block = blocks human MBNL1 binding to CUG repeat RNA; AID 2675; TR-FRET MBNL1-His/biotin-(CUG)12 binding, 665/545 ratio; Q9NR56; 280,000 tested, 0.036% active; Potency, µM (doses to about 57.5 µM), for the others: top-dose activity change, negative = inhibition, hits mostly inhibitors; active = well fitted inhibition curve with a large enough effect in the signal ratio, with a control signal flat, not every such curve was filed as active; inconclusive = small, poorly fitted or top-dose-only effect, or effect the other way, or a change in a side signal; inactive = no such curve, though single readings can be large or run the other way; the % refers to the signal ratio; note: % is set by controls: 0 for no effect and ±100 for the full control effect
# Target sequence (Q9NR56 whole entry, looked up): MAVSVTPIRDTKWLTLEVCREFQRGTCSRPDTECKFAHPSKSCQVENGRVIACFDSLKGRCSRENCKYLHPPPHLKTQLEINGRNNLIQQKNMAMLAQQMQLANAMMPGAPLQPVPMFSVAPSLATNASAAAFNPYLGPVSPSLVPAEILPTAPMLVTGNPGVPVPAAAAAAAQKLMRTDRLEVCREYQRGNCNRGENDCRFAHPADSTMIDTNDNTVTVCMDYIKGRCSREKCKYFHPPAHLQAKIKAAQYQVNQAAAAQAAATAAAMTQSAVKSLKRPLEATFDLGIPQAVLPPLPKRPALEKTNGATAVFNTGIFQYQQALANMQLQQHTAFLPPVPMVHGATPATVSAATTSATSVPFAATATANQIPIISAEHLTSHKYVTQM
#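 Inhibition of protein-RNA binding appears as loss of TR-FRET between terbium anti-His antibody on MBNL1-His and streptavidin-XL665 on biotin-(CUG)12. Activity is normalized to buffer-only and uninhibited-complex controls.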
# * = called active by the depositor; u = inconclusive; x = not tested or not shown; & = joins results of further samples; [ ] = remark or other dose. Unless noted, calls come from the whole dose curve; as a rule, active = well fitted curve in the direction sought with a large enough effect; inconclusive = small, poorly fitted or top-dose-only effect, or another doubt; inactive = no such curve, though single readings can be large; an effect the other way counts as inactive or inconclusive. Potency is the fitted concentration of half-maximal effect. A portion of the library; rates above refer to the full screens.
SMILES,ELG1 genotoxic,uPA generation,MLL CXXC-DNA inh,RORgamma inh,Rab9 prom act,NPC1 promoter act,Gal4-VP16 FLuc,p53 reactivation,BRCA1 expr act,FLuc modulator,MBNL1 CUG block
O=C(NCCCO)/C(=C/c1ccc(-c2cccc([N+](=O)[O-])c2)o1)NC(=O)c1ccccc1,0%,-8%,-6%,6%,-3%,0%,-5%,-4%,1%,-1%,-1%
COc1ccc(Cl)cc1N/C(N)=N/c1nc(CSc2ccc(C)cc2)cc(=O)[nH]1,-2%,x,28%,-5%,-2%,10%,-12%,-2%,-55%,-2%,-9%
CCOC(=O)CCc1c(C)nc2ncnn2c1C,0%,-2%,-6%,10%,9%,-3%,4%,-4%,7%,0%,-6%
CC(NC(=O)COc1ccccc1)C(=O)NC1=NCCS1 (stereo not drawn),1%,7%,-3%,4%[0.365 µM],-2%,-4%,x,10%,23%,0%,-4%
Cn1c(NC(=O)c2ccccc2)cc(=O)n(C)c1=O,0%,-14%,9%,-15%,5%,1%,4%,-1%,0%,5%,1%
CC1CCC(C(C)C)C(OC(=O)COC(=O)c2cc(O)ccc2N)C1 (stereo not drawn),0%,-8%,21%,-4%,-11%,-5%,u,-5%,-56%,0%,-12%
CCCc1nnc(NC(=O)CSc2nc3ccccc3[nH]2)s1,-3%,-4%,4%,u,0%,0%,u,0%,14%,u,-4%
S=C(NCCc1ccc(Cl)cc1)NC1CC1,6%,u,29%,2.5µM*,18%,5%,8.9µM*,-2%,44%,-8%,-6%
N=C1C=CC=C2C1=NC1(CCCCC1)N2O,-1%,7%,-8%,-36%,13%,0%,-1%,10%,-4%,-7%,u
Cc1ccc(NC(=S)N(Cc2cccc(Br)c2)CC2CCC(C(=O)O)CC2)cc1Cl (stereo not drawn),0%,5%,1%,u,-4%,-2%,-2%,0%,-24%,u,-9%
Cn1c(C(=O)N2CCCC(C(=O)NCc3cccs3)C2)cc2sccc21 (stereo not drawn),-9%,-5%,2%,38%,-1%,1%,-11%,-4%,-6%,-2%,5%
O=C(O)c1ccccc1-c1ccccc1C(=O)NCc1ccco1,0%,6%,3%,2%,-9%,1%,-9%,5%,-11%,0%,-11%
COc1ccc(CCNS(=O)(=O)c2cccc3nsnc23)cc1OC,0%,x,2%,23%,1%,2%,-7%,-11%,2%,3%,u
COc1cc2[nH]c(=O)n(CCC(=O)NCc3cccnc3)c(=O)c2cc1OC,-1%,1%,6%,-27%,0%,-2%,-8%,-8%,-10%,8%,-9%
O=C(NC(=S)N1CCCCCC1)c1ccccc1Cl,u,-11%,3%,0.79µM*,-4%,-2%,1µM*,-3%,-1%,2%,-5%
CNC(=O)CN(C)S(=O)(=O)c1ccc(OC)c(Cl)c1,6%,6%,-2%,9%,2%,2%,-3%,-1%,-11%,1%,-1%
COc1ccc(CNC(=O)COC(=O)c2cccs2)cc1,2%,-2%,-3%,-10%,-6%,0%,1%,11%,-5%,24µM*,1%
O=C(c1cccs1)n1nc(-c2ccc(Cl)cc2)nc1NCc1ccco1,4%,-2%,45%[activator],8%,19%,17%,7%,-4%,1%[1.84 µM],3%,-10%
CC(c1ccccc1)n1c(CCCO)nc2ccccc21 (stereo not drawn),-4%,10%,0%,-23%,0%,-3%,0%,-10%,0%,5%,2%
COc1ccc(S(=O)(=O)N2CCN(Cc3cccc(OC)c3OC)CC2)cc1,-1%,4%,2%,-15%,1%,-2%,6%,x,0%,2%,-8%
O=C(CSc1ccc(-c2ccc(F)cc2)nn1)NC1CCCCC1,-8%,2%,7%,4%,-2%,2%,-9%,7%,-1%,u,0%
COc1ccccc1N1CCN(CC(O)COc2ccc(C)cc2C)CC1 (stereo not drawn),-7%,5%,3%,-2%,4%,2%,-1%,2%,-8%,0%,-6%
Cc1c(C#N)c(N=CN(C)C)c(C(=O)c2ccc(Br)cc2)n1-c1ccc(Cl)cc1,-8%,x,14%,3%,5%,-5%,7%,-6%,-32%,-1%,u
Cc1ccc(N2C(N)=C(C#N)C(c3cccnc3)C3=C2CC(C)(C)CC3=O)cc1 (stereo not drawn),-3%,-8%,-3%,-31%,-3%,-6%,-6%[0.365 µM],-12%,-51%,19%,18%
CCOC(=O)N1CCN(c2ccc(O)cc2)CC1,10%,-8%,6%,-5%,-3%,9%,-2%,-8%,-14%,4%,-5%
CC(C)n1c(O)c(N=NC(=O)CNC(=O)CCc2ccccc2)c2ccccc21,-20%,1%,1%,1%,1%,3%,-2%,-6%,-18%,-3%,u
Cc1cc2nc(CS(=O)(=O)c3ccccc3)cc(=O)n2[nH]1,-3%,3%,-1%,-11%,-4%,-1%,-9%,2%,-10%,-5%,-10%
CCCN(CCC)C(=O)CSc1nc2n[nH]c(C)c2c(=N)n1-c1ccc(OC)cc1,-3%,-11%,9%,u,-6%,-10%,u,7%,-60%,2%,-1%
Cn1cccc1C(=O)NC(=O)COC(=O)c1cc(Cl)ccc1[N+](=O)[O-],1%,0%,-3%,-17%,1%,-6%,-5%,3%,-1%,1%,x
CCCCCCC(=O)Nc1nc(C)c(-c2csc(Nc3ccc(Cl)cc3)n2)s1,-1%,-25%,u,-29%,-11%,-5%,-4%,3%,-71%,u,-4%
O=C1/C(=C/C=C/c2ccco2)SC(=S)N1c1ccc(O)cc1,8%,-3%,13%,10%,6%,5%,1%,17%,53%,21µM*,11%
CCN(CC)C(=O)CC(c1ccc(OC)cc1)c1c(OC)cc(OC)c2ccc(=O)oc12 (stereo not drawn),4%,-5%,12%,5%&3%,-6%,1%,-19%&15%,-4%,12%,0%,9%
COC(=O)c1sc2nc(CSc3nc4ccc(C)cc4[nH]3)[nH]c(=O)c2c1C,0%,1%,2%,4%,-22%,-1%,-3%,-1%,-53%,0%,-1%
CCN1CCN(CCCNC(=O)c2cc3c(s2)-c2ccccc2OC3)CC1,6%,-21%,4%,-38%,1%,1%,-7%,1%,0%&12%,-1%&-9%,u
COCCn1c(C)cc(C(=O)COC(=O)CCS(=O)(=O)c2ccc(C)cc2)c1C,19%,1%,x,x,1%,1%,x,5%,1%,u,x
CCC(=O)N1CCN=C1SCc1ccccc1Cl,1%,-18%,-5%,-40%,-3%,-2%,12%,8%,-10%,2%,6%
Cc1nc(N)sc1C(=O)Nc1ccccc1,u,-19%,18%,19%,u,u,3%,29%,34%,u,-19%
OCCN(CCO)CC(O)CN1c2ccccc2Sc2ccccc21 (stereo not drawn),-4%,3%,12%,-21%,2%,-2%,-9%,-6%,-13%,4%,-9%
COc1ccc(-n2c(C)nn(C)c2=O)cc1,0%,4%,-4%,-4%,6%,2%,-4%,-6%,-33%,4%,-10%
CS(=O)(=O)N(Cc1ccccc1)c1ccccc1C(=O)O,2%,7%,-1%,5%,2%,0%,1%,2%,15%,3%,9%
CCc1ccc(-n2c(CSc3nnnn3-c3ccccc3)nc3ccccc3c2=O)cc1,-1%,4%,21%,0%,1%,-2%,5%,-5%,-34%,0%,-2%
COCCC(=O)N1CCC(Oc2ccc(C(=O)N3CCC[C@H]3CO)cc2)CC1,3%,10%,1%,2%,-3%,-5%,12%,9%,13%,-2%,-3%
O=C(Cc1ccc(Cl)cc1)c1c[nH]c(C(=O)NCCCN2CCOCC2)c1,-1%,-4%,2%,-8%,8%,-1%,-4%,10%,0%,-3%,-12%
O=C(NCC1(c2ccccc2)CCOCC1)c1ccc(Br)o1,3%,1%,-8%,8%,0%,1%,-2%,-2%,-7%,12%,-2%
